From PubChem BioAssay
PG9 binder: PG9 antibody binding by small molecule | 360,000 tested, 0.43% active | AID 624416 | TR-FRET gp120-PG9 antibody binding | inhibition, % at 6.7 µM; in the data active = inhibition above about 8.5%
PRMT1 inh: blocks human protein arginine methyltransferase 1. Q99873. recombinant PRMT1, activity-based probe fluorescence polarization. inhibition, % at 2.79 µM. 370,000 tested, 1.3% active. AID 652257;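 active = inhibition above about 21% made by adding two undisclosed values, limit read from the data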
Target sequence (Q99873 whole entry, looked up): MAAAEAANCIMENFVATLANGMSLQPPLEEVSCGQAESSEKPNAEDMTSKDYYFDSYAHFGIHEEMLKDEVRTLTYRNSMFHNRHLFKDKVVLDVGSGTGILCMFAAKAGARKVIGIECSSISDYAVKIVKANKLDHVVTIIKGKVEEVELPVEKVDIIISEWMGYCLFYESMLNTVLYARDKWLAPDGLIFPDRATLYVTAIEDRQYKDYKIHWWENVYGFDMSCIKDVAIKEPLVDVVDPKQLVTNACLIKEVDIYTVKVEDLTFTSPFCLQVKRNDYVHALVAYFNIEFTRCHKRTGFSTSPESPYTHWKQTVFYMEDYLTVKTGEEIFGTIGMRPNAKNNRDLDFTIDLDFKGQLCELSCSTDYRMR
TCR-CD3 inh: human TCR-CD3 binding inhibition; TAMRA-labeled TCR probe fluorescence, biochemical; 360,000 tested, 0.37% active; inhibition, % at 9.4 µM; in the data active = inhibition above about 19%;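 note: recombinant mutant TCR 2C K166C tagged with TAMRA read by polarization; 0% = receptor in buffer alone and 100% = receptor with positive control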
rCAG RNA binder: r(CAG) repeat RNA binding; TO-PRO-1 dye displacement fluorescence; inhibition, % at 3 µM; 370,000 tested, 1.3% active;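 active = inhibition above the plate cutoff, the mean of all test compounds on that plate plus 3 SD, cut at about 35% in these data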;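 note: 0% = DMSO alone and 100% = 100 µM mitoxantrone as full dye displacement; higher means more dye released from RNA so lower well fluorescence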
HTRA1 inhibitor: blocks human HTRA1 serine peptidase. inhibition, % at 5.96 µM. Q92743. 340,000 tested, 0.5% active. recombinant HTRA1, FP-rhodamine activity-based probe, fluorescence polarization; in the data active = inhibition above about 36%;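 note: 0% = enzyme with DMSO and 100% = wells lacking enzyme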
LEDGF integ inh: blocks HIV-1 LEDGF/p75-dependent DNA integration | TR-FRET IN-LEDGF/p75 DNA integration, Eu/Cy5 | inhibition, % at 3.7 µM | 370,000 tested, 0.64% active;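 active = inhibition above the screen-wide mean plus 3 SD, cut at about 13% in these data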;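 note: signal is the Cy5 over europium emission ratio at 671 and 618 nm; 0% = plate median of compound wells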
TDP2 absorb: TDP2 (human) inhibition, absorbance primary screen. O95551. 370,000 tested, 0.34% active. inhibition, % at 12.8 µM. recombinant TDP2, T5PNP hydrolysis, p-nitrophenol absorbance 415 nm;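 active = inhibition above the mean of all tested compounds plus 3 SD, set per campaign, cut at about 25% in these data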;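 note: 0% = DMSO with enzyme and 100% = buffer with substrate but no TDP2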
Target sequence (O95551 whole entry, looked up): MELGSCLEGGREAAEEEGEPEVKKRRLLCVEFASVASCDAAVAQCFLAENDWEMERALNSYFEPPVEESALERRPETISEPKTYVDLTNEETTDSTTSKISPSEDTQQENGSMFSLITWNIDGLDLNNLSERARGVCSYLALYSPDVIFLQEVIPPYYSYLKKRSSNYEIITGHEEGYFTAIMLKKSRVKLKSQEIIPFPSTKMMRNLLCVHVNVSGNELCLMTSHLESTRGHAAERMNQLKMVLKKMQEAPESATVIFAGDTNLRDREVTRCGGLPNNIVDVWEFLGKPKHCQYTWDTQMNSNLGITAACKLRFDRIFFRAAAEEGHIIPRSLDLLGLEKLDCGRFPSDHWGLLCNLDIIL
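test system = human TDP2 enzyme | input = TDP2 enzyme at 120 nM final | medium = 50 mM Tris-HCl pH 7.5 with Mg2+, KCl, DTT, BSA | also added = T5PNP substrate, 5 mM | times = 2 h at 37 °C | technique = epi absorbance | benchmarks = high control without enzyme, low control DMSO plus TDP2 | replication = each compound tested once, singlicate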
Rev-erbA mod: modulators of human Rev-erb alpha DNA binding; Rev-erbα–FITC-DNA binding, fluorescence polarization, 90 min; P20393; activity, % at 10 µM; 370,000 tested, 0.79% active;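 active = activity above about 14%, limit read from the data; passing the limit was not always enough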;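 note: 0% = DMSO wells with 35 nM protein and 100% = DMSO wells with 750 nM protein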
mABHD4 FP: ABHD4 (mouse) inhibition, primary FP screen. Q8VD66. purified mABHD4, FP-Rh probe fluorescence polarization. inhibition, % at 8.92 µM. 370,000 tested, 0.54% active;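 active = inhibition exceeding the mean over every tested compound plus 3 SD, cut at about 30% in these data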;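 note: 0% = plate median of compound wells and 100% = S159A mutant with DMSO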
Target sequence (Q8VD66 whole entry, looked up): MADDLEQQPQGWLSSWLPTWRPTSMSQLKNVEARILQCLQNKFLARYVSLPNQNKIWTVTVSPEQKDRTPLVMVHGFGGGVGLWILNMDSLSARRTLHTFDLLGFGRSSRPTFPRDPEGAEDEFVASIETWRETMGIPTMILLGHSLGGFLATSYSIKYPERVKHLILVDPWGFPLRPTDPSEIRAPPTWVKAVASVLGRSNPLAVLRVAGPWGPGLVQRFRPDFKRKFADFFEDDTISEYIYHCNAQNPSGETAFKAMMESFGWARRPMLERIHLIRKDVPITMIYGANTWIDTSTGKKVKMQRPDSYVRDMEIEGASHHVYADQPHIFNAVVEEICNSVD
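Assay system: mABHD4 protein; medium: HEPES pH 7.0, NaCl, Pluronic buffer; dosing: 8.92 µM, single dose; schedule: 45 min + 60 min at 25 °C; signal: FP readout, ex 525 nm / em 598 nm; read-out: normalized percent inhibition of probe labeling; repeats: single replicate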
SIAE inh: blocks human sialic acid acetylesterase | Q9HAT2 | SIAE FP-Rh probe binding, fluorescence polarization | inhibition, % at 9.66 µM | 370,000 tested, 0.69% active;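 active = inhibition above a cutoff: mean of compounds within the control limits plus 3 SD of those, cut at about 17% in these data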;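 note: 0% = plate median of compound wells and 100% = probe without SIAE protein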
Numbers without * were called inactive; · = no result given.

#	SMILES	mABHD4 FP	PRMT1 inh	SIAE inh	LEDGF integ inh	Rev-erbA mod	PG9 binder	TDP2 absorb	rCAG RNA binder	HTRA1 inhibitor	TCR-CD3 inh
1	Cc1ccc(-n2c3c(cc(C(=O)NCc4ccco4)c2=O)C(=O)CC(C)(C)C3)cc1	4	-5	1	3	-5	-0.7	5	5	-5	1
2	NC(=O)c1ccc2c(=O)n3c(-c4cc(Cl)c(N)c(Cl)c4)csc3nc2c1	-7	6	-9	-1	-21	-1.8	7	9	-15	-3
3	Cc1ccoc1C(=O)Nc1cccc(Oc2ccccc2)c1	-18	-3	-7	4	-2	0.8	-3	-2	-42	9
4	O=C(COc1ccccc1F)NNC(=O)c1cc(Br)ccc1Cl	2	-1	1	-2	-1	1.1	1	2	2	-3
5	CC(=O)Nc1sc2c(c1C(c1ccc(F)cc1)N1CCOCC1)CCCC2 (stereo unspecified)	2	-1	6	3	0	-0.9	-10	-3	0	6
6	CC1=[N+](CC(=O)NC(C)(C)C)CCc2ccccc21	5	-2	14	-5	-2	-0.7	-5	6	1	-5
7	Cc1cccn2c(CNCCc3ccccn3)c(C(=O)N3CCOCC3)nc12	0	1	4	-4	0	-1.6	3	-3	0	-9
8	Cn1c(=O)c2[nH]c(CSCc3ccccc3)nc2n(C)c1=O	-11	6	-7	-9	2	-0.2	-5	4	5	0
9	COc1ccc2nc(NC(=O)CCn3cccc3)sc2c1	2	4	-6	1	0	-1.4	-6	6	-10	-1
10	COC(=O)c1cn(C(=O)c2cc(OC)cc(OC)c2)c2ccccc12	2	0	-3	-4	-2	-1.1	-1	-4	4	-13
11	COc1ccc([C@@H]2[C@@H]3C(=O)N(C(C)(C)C)C(=O)[C@@H]3[C@]3(Cc4ccccc4)C(=O)N(c4cccc(C)c4)C(=O)N23)cc1	-2	-4	-7	1	-1	0.6	1	1	-49	1
12	CC(C)CNC(=O)COC(=O)c1c2c(nc3ccccc13)/C(=C/c1cccs1)CC2	-10	0	0	2	6	4.8	2	16	-10	1
13	Cc1ccc(C(=O)N(CC#N)CC#N)cc1C	2	1	0	-2	5	-0.7	11	-2	0	-3
14	CSc1nnc(NC(=O)c2ccc3c(c2)OCO3)s1	5	0	1	0	21	1.3	-4	-2	-3	14
15	Nc1c(C(=O)Nc2nccs2)sc2nc(-c3cccs3)cc(C(F)(F)F)c12	-6	7	-20	4	7	1.3	-1	11	-13	1
16	O=C(NC1(C(F)(F)F)NC(=O)N(c2ccc(F)c(Cl)c2)C1=O)c1ccncc1 (stereo unspecified)	0	-3	3	-2	-6	0.4	-10	-2	-3	1
17	CC1CN(S(=O)(=O)c2ccc(C(=O)NN3CCN(C)CC3)cc2)CC(C)O1 (stereo unspecified)	-4	0	1	1	-1	-3.4	-10	1	2	6
18	CC(C)NC(=O)c1ccc(CS(=O)(=O)c2ccc(Br)cc2)o1	-2	2	9	1	1	1.3	6	1	1	4
19	Cc1ccc(S(=O)(=O)/N=C/c2ccco2)cc1	-1	0	1	-4	-5	1.1	0	-1	-3	6
20	O=C(CSc1nnc2ccccn12)NNC(=O)c1ccc([N+](=O)[O-])cc1	-1	1	4	-1	0	-0.8	10	-2	11	0

Entries shown so far with bromine, in the order listed:
#	SMILES	mABHD4 FP	PRMT1 inh	SIAE inh	LEDGF integ inh	Rev-erbA mod	PG9 binder	TDP2 absorb	rCAG RNA binder	HTRA1 inhibitor	TCR-CD3 inh
4	O=C(COc1ccccc1F)NNC(=O)c1cc(Br)ccc1Cl	2	-1	1	-2	-1	1.1	1	2	2	-3
18	CC(C)NC(=O)c1ccc(CS(=O)(=O)c2ccc(Br)cc2)o1	-2	2	9	1	1	1.3	6	1	1	4

Going on with the list.
#	SMILES	mABHD4 FP	PRMT1 inh	SIAE inh	LEDGF integ inh	Rev-erbA mod	PG9 binder	TDP2 absorb	rCAG RNA binder	HTRA1 inhibitor	TCR-CD3 inh
21	COc1ccc(C2=NOC(C(=O)NCCN3CCOCC3)C2)cc1 (stereo unspecified)	3	2	-1	3	-4	-1.3	7	2	0	3
22	CCC[C@H]1[C@@H](OC(=O)NCc2ccc(Cl)c(Cl)c2)CC[C@@]23CCCN2C(=O)CCC[C@@H]13	7	0	-4	-4	3	·	-6	·	·	·
23	O=C(NN1C(=O)C2C(C1=O)C1C=CC2C12CC2)c1cccnc1 (stereo unspecified)	-2	0	-15	-1	4	-0.7	-13	-1	-1	3
24	OCC1OC(Oc2c(Br)cc(Br)cc2Br)C(O)C(O)C1O (stereo unspecified)	0	-2	4	-2	1	-1.0	0	2	-2	5
25	O=C(NCc1ccccn1)C(=O)C1C(=O)Nc2ccccc21 (stereo unspecified)	6	2	-3	2	-4	-2.6	0	1	2	3
26	O=C(NCCO)C(=O)NCC(c1cccs1)S(=O)(=O)c1ccc(F)cc1 (stereo unspecified)	-2	2	4	2	6	-1.3	7	2	1	-3
27	C/C(CC(=O)Nc1ccc(F)cc1)=N\NC(=O)c1ccccn1	3	1	2	5	-2	-0.3	-7	-2	1	2
28	CC1=NOC(=O)/C1=C\c1ccccc1	6	5	-4	-3	7	-2.1	24	-1	2	-1
29	CCOC(=O)c1nnsc1C(OC)Oc1ccccc1 (stereo unspecified)	-3	4	-5	2	0	-1.2	3	-1	2	-8
30	O=C(N/N=C/c1ccco1)c1cccc(S(=O)(=O)Nc2ccccc2Cl)c1	12	4	3	-5	3	0.9	2	26	1	-4
31	CCOc1ccc(-n2c(SCc3nc(-c4cccs4)no3)nnc2-c2ccncc2)cc1	-4	-4	-2	1	0	1.2	-3	-6	-5	3
32	Cc1ccc2cc(CCNC(=O)c3cccc([N+](=O)[O-])c3)c(=O)[nH]c2c1C	6	4	1	-5	4	-1.5	-12	-1	3	-3
33	CCCCS(=O)(=O)N1CCCC(C(=O)Oc2ccc(Cl)cc2)C1 (stereo unspecified)	1	0	0	1	-5	-1.9	11	-4	-13	1
34	COc1cccc(C2=NOC(C(=O)NCc3ccccn3)C2)c1 (stereo unspecified)	-5	-1	0	4	-6	-0.6	-14	0	1	-3
35	CCOc1cc(/C=C(/C#N)c2nc3ccccc3[nH]2)ccc1Oc1ccc([N+](=O)[O-])cn1	-2	-5	-30	2	6	0.2	-2	9	-8	1
36	Cn1c(SCC(=O)Nc2cccc(F)c2)nc2c([nH]c3ccccc32)c1=O	7	1	-2	0	12	2.2	6	4	-2	-6
37	Cc1ccc2nc(N(CCCN(C)C)C(=O)c3ccc(S(=O)(=O)N4CCOCC4)cc3)sc2c1	5	-4	4	2	-6	-1.2	7	-7	0	4
38	Cc1cc(OC(C)C(=O)N2CCN(c3ccc(F)cc3)CC2)c2c(C)c(C)c(=O)oc2c1 (stereo unspecified)	2	0	-2	0	-3	-1.3	-4	0	2	0
39	O=C(Cc1nnc(NC(=O)c2cccc([N+](=O)[O-])c2)s1)NCc1ccccc1	5	4	0	0	-1	-0.5	0	4	3	4
40	CNC1(c2nnnn2-c2ccccc2C)CCOC(C)(C)C1 (stereo unspecified)	0	2	-1	2	-10	-2.0	5	-5	-8	1
41	COc1ccc(Cl)cc1NC(=O)CN1C(=O)CC(C)S(=O)(=O)c2ccccc21 (stereo unspecified)	5	3	4	-3	-4	0.4	-6	4	-5	5
42	Clc1cccc(CSc2nnc(-c3c[nH]c4ccccc34)o2)c1	-42	1	-3	1	5	0.9	-8	12	-58	0
43	CC1(NC(=O)CC(c2ccccc2)(c2ccccc2)c2ccccc2)CCN(CCCc2ccccc2)C1=O (stereo unspecified)	-1	-4	-5	0	-4	-0.4	7	3	-59	-5
44	CCCN(CCC)CCCNC(=O)c1cc2cc3ccc(OC)cc3nc2o1	3	-2	11	2	-2	1.6	11	1	0	6
45	COc1ccc(C(=O)Cn2c(C(C)=O)nc3ccccc32)cc1	4	2	6	-1	-5	0.3	10	5	2	-1
46	COc1cc(C(=O)N2CCN(C(=O)C3COc4ccccc4O3)CC2)cc(OC)c1OC (stereo unspecified)	1	-1	14	1	2	-1.3	11	-1	9	-1
47	Cc1c(C(=O)N2C[C@@H](C)O[C@@H](C)C2)oc2c(F)cccc12	-5	3	-3	-1	-1	-3.1	0	-6	9	0
48	O=C(Cc1cccs1)NCc1cccc(F)c1	8	1	1	1	-6	1.1	-3	-1	1	-5
49	Cc1cccc(NC(=O)CCS(=O)(=O)c2ccc3c(c2)oc(=O)n3C)c1	3	1	6	-1	1	-1.9	6	1	-3	1
50	CCOC1=C2[C@H](c3cccc(Cl)c3)N(S(=O)(=O)c3ccc(C)cc3)C[C@H]2n2c(=O)n(-c3ccccc3)c(=O)n2C1	0	1	0	-1	2	1.0	-1	6	·	2
51	CC(C)(C)c1ccc(/C=C/C(=O)NCCCN2CCOCC2)cc1	-6	-5	9	1	-3	-3.6	-19	-4	-5	-5
52	COC(=O)CCS(=O)(=O)c1ccc(Cl)c(Cl)c1	-3	-3	0	-1	0	-0.2	4	-1	·	10
53	CCCCN=C(NNc1ccc(Br)cc1)C(=O)OCC	3	1	-1	-3	3	-2.2	-3	-2	9	10
54	Cc1cccc(Nc2ncnc3nc[nH]c23)c1C	-2	0	11	1	1	-1.5	8	1	1	5
55	COc1cccc(C2CC(c3ccccc3)Nc3nc(N)nn32)c1 (stereo unspecified)	-5	3	1	-3	6	-0.6	3	1	2	-5
56	COCCCNC(=O)CN(c1cccc(Cl)c1C)S(C)(=O)=O	-3	1	7	-1	-4	-1.6	3	-3	-1	9
57	O=C(NCC1CCCO1)c1ccc(COc2ccccc2Br)cc1 (stereo unspecified)	-15	4	-9	0	-2	-0.8	3	-4	-14	-7
58	Cc1cc(=O)c2c(=O)[nH][nH]c2[nH]1	-4	-5	6	-2	-4	-4.0	-11	1	1	4
59	CN1CCCN(CC(O)COCc2cccs2)CC1 (stereo unspecified)	0	-2	-4	2	-2	-0.2	-1	2	7	6
60	Cn1c(=O)c2c(nc(NCC3CCCO3)n2Cc2cccc(Br)c2)n(C)c1=O (stereo unspecified)	-2	0	7	2	1	-1.3	7	-4	4	5
61	O=C(NCC1(N2CCOCC2)CCCCC1)c1ccc(Cl)c(S(=O)(=O)NCc2ccco2)c1	9	0	-4	-1	3	-0.7	3	0	-8	5
62	COc1ccc(C(=O)NCC(=O)N2CCN(C(=O)c3ccco3)CC2)cc1OC	3	4	-2	-1	5	2.7	-8	-1	-3	0
63	COc1ccccc1N(CC(=O)Nc1ccccc1)S(=O)(=O)c1cccs1	1	-3	7	3	-7	-0.5	7	3	-10	8
64	CCCCn1c(=O)c(CCC(=O)OCC(=O)Nc2cc(Cl)ccc2OC)nc2ccccc21	3	-2	6	1	12	-1.1	-5	2	3	-2
65	c1csc(CNCc2ccncc2)c1	10	2	-2	2	-1	-1.5	-15	-4	-3	1
66	CCN(CC)S(=O)(=O)c1cc(NC(=O)c2ccc(-n3cncn3)c([N+](=O)[O-])c2)ccc1C	-9	0	-1	2	-2	-2.6	-3	10	-16	-2

Look-ups from the list.
Reading for cpd 47 under PRMT1 inh: 3
Reading for cpd 51 under mABHD4 FP: -6

Only part of the results is shown (hit frequency here may not be typical).
